# Nrf2 activator – qHTS of Nrf2 Activators; AREc32 ARE-luciferase reporter (MCF7-derived line), luminescence, 24 h; Potency, µM (series often up to 46.1 µM), for inactives: top-dose activation, most hits filed as activators; actives 0.31% (n = 410,000); AID 624171, 2012; further: potency means the concentration at half of the fitted maximal effect; % of control where 0% means no effect; nearly all actives have a fitted effect of over 65% in size
#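 AREc32_Fluc, 1000 cells/well, OPTI-MEM + 5% FBS, o/n 37 deg C 5% CO2; 23 nL cpd by pin tool, 24 hr; Steady-Glo 30 min RT, luminescence.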
# HepG2 viability – qHTS for Inhibitors of TGF-b: Cytotox Counterscreen | HepG2 CAGA-GFP viability, ATP luminescence, 18 h | Potency, µM (top dose mostly 46.1 µM), for the others: at the top dose activity change, negative = cytotoxicity, usual class: cytotoxic | actives 0.76% (n = 410,000) | AID 588856, 2011; further: potency means the concentration at half of the fitted maximal effect; some results filed as inactive show a strong effect at the top dose
#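 HepG2 CAGA-GFP cells (1000/well, DMEM with 1% FBS) received compound, then TGF-beta at 500 pg/mL final, and were incubated 18 hours at 37 degrees C. Viability was read by CellTiter-Glo luminescence. Media-only wells were set as complete cell-killing and DMSO as no toxicity.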
# Mm-Cpn inhibitor – Inhibitors of TCP-1 ring complex (TRiC) of Methanococcus maripaludis (MmCpn): qHTS; actives 0.031% (n = 330,000); purified Mm-Cpn ATPase, ADP Transcreener TR-FRET; Chaperonin Mm-Cpn (Methanococcus maripaludis); Potency, µM (titrated, usually from 76.9 µM), inactives show top-dose activity, negative = inhibition, actives largely listed as inhibitors; further: potency means the concentration at half of the fitted maximal effect; on the % scale 0 is the no-effect control and ±100 the full control effect; nearly all actives have a fitted effect of over 80% in size
#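 25 nM Mm-CPN + cpd, 10 min 37°C; + 10 uM ATP, 30 min 37°C; buffer 30 mM Tris pH 7.4, 100 mM KCl, 5 mM MgCl2, 1 mM DTT; Transcreener ADP HTRF detection 30 min RT.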
# Abeta yeast res – qHTS for compounds that reverse cellular toxicity of Amyloid beta (A-beta) peptide in yeast: Primary Screen | Potency, µM (series often up to 46.1 µM), inactives show at the highest dose growth rescue, usual class: activators | actives 0.063% (n = 410,000) | yeast expressing A-beta42, growth rescue, OD600, 48 h; response scale: 0% DMSO, 100% iron-clioquinol control; further: potency means the concentration at half of the fitted maximal effect; nearly all actives have a fitted effect of over 55% in size
#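 Yeast growth medium received pinned compounds, then yeast cells expressing toxic A-beta were added; plates incubated at 30 C for 48 hr. Growth read as absorbance at 600 nm, normalized to DMSO and equimolar FeCl3 plus clioquinol controls.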
# pAkt inh – HTS Assay for Inhibitors of Akt Phophorylation: Primary Screen. activity change, % for hits at 50 µM. actives 0.32% (n = 360,000). Neuro2A IGF-stimulated pAkt S473 HTRF, 20 min; stronger effect = lower value; in the data active means activity change below about -80%; inconclusive means mostly about -51% to -80%; further: on the % scale 0 is the no-effect control and ±100 the full control effect
#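 Neuro2A cells (4,500/well, DMEM with 0.5% FBS) were treated with compound at a single 50 µM final concentration, stimulated with 6 nM IGF for 20 min at 37 °C, and lysed. Phospho-Akt Ser473 was read by HTRF as 665/615 ratio ×10^4.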
# TGFb inhibitor – qHTS for Inhibitors of TGF-b; HepG2 CAGA-GFP TGF-b/SMAD3 reporter, GFP fluorescence, 18 h; TGF-beta stimulated, 500 pg/mL final; Potency, µM (doses to about 46.1 µM), inactives show top-dose activity, negative = inhibition, actives largely listed as inhibitors; actives 1.2% (n = 410,000); AID 588855, 2011; further: potency means the concentration at half of the fitted maximal effect; on the % scale 0 is the no-effect control and ±100 the full control effect; nearly all actives have a fitted effect of over 65% in size
#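 Cell-based qHTS in HEPG2 carrying a CAGA-GFP Smad reporter; compounds added before 500 pg/mL final TGF-beta, 18 h incubation at 37 degrees C, GFP fluorescence quantified per cell by imaging cytometry.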
# Nrf2 block – Nrf2 qHTS screen for inhibitors; actives 2.1% (n = 360,000); A549 ARE-Fluc reporter, luciferase luminescence, 18-24 h; Potency, µM (doses to about 46 µM), for the others: top-dose activity change, negative = inhibition, most hits filed as inhibitors; further: potency means the concentration at half of the fitted maximal effect; on the % scale 0 is the no-effect control and ±100 the full control effect; nearly all actives have a fitted effect of over 60% in size
#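 A549 ARE_Fluc cells, 5000/well, 5% FBS OPTI-MEM; compounds in dose-response, 18-24 h at 37 °C/5% CO2; CellTiter-Fluor viability read (Ex 405/Em 525), then BugLite luciferase luminescence = Nrf2 activity.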
# CCT chaperon mod – High-Throughput Screening for Modulators of Cytosolic Chaperonin Activity; purified chaperonin ATPase assay, HTRF ADP detection, 30 min; activity change, % (concentration not given with the values), hits read low; AID 651819, 2012; actives 0.3% (n = 360,000); in the data active means activity change below about -30%; further: on the % scale 0 is the no-effect control and ±100 the full control effect
#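 ATPase activity: ADP formed was measured by HTRF Transcreener (665/615 nm ratio) after 30 min at 37 deg C with 10 uM ATP. Compounds screened at one 76 uM concentration against 40 or 20 nM TRiC in Tris pH 7.4/KCl/MgCl2/DTT buffer.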
# A549 viability – Nrf2 qHTS screen for inhibitors: counterscreen for cytotoxicity; A549 ARE-Fluc cells, CellTiter-Fluor viability, 18-24 h; Potency, µM (top dose mostly 46 µM), inactives show top-dose activity change, negative = cytotoxicity, most hits filed as inhibitors; actives 0.16% (n = 390,000); AID 504648, 2011; further: potency means the concentration at half of the fitted maximal effect; on the % scale 0 is the no-effect control and ±100 the full control effect
#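 A549 ARE-Fluc cells in 5% FBS OPTI-MEM, 5000 cells/well, rested 2 h then exposed to compounds in concentration-response for 18-24 h at 37 °C. Viability by CellTiter-Fluor fluorescence (Ex 405/Em 525) after 30 min; luciferase luminescence (BugLite, 15 min, RT) read afterwards.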
# An asterisk follows results filed as active; i = inactive; u = inconclusive; x = no result given; [ ] = remark or other dose. Unless noted, the call rests on the fitted dose curve; in most records, active means well fitted curve in the direction sought with a large enough effect; inconclusive means small, poorly fitted or top-dose-only effect, or another doubt; inactive means no such curve, though single readings can be large; an effect the other way counts as inactive or inconclusive.
Compound | Nrf2 activator | HepG2 viability | Mm-Cpn inhibitor | Abeta yeast res | pAkt inh | TGFb inhibitor | Nrf2 block | CCT chaperon mod | A549 viability
Cc1cc(Br)cn2c(Cc3ccsc3)c(-c3ccccc3)nc12 | 0.7% | -39% | x | -4% | i | u | x | 1.2 | x
CC(C)(C)c1ccc2c(c1)C(=O)c1ccccc1C2=O | 5.0% | -40% | -13% | -10% | i | u | u | 0.9 | -2%
Cc1c(Cl)cccc1NC(=O)CC1SC(=NCC2CCCO2)NC1=O (stereo unspecified) | -0.2% | 1% | 3% | -19% | i | 1% | -4% | 0.8 | 3%
Cc1cc(-c2nc3ncccc3o2)ccc1NC(=O)CC(C)C | -0.4% | -9% | 0% | -26% | i | -39% | -11% | -2.7 | 0%
CCOc1ccc(C(=O)NC2CCN(C(=S)Nc3ccccc3C)CC2)cc1 | -0.4% | 13% | 1% | -5% | i | 6% | 10% | 1.5 | -3%
COc1ccc(CNC(=O)C2(CC3CC(c4ccccc4)=NO3)CCN(C(=O)CCCCCBr)CC2)cc1 (stereo unspecified) | 6.1% | -14% | x | -17% | i | -6% | 12% | -0.3 | 8%
Cc1cc(C)c(S(=O)(=O)NCc2ccc3c(c2)cc(C)n3C)c(C)c1 | 0.2% | -16% | u | 1% | i | -10% | 2% | -0.8 | 3%
CC1=C(C(=O)N2CCOCC2)CC(CC(=O)NCCCCc2ccccc2)C(=O)N1Cc1ccc(C(C)(C)C)cc1 (stereo unspecified) | -0.2% | -31% | x | 5% | i | u | x | -2.9 | x
Cc1nn(-c2ccc3nncn3n2)c(C)c1CCC(=O)Nc1ccc(OC(F)(F)F)cc1 | 3.8% | -34% | x | 0% | x | -26% | x | x | 0%
O=C1c2ccccc2C(Nc2ccc3nc(-c4cccnc4)[nH]c3c2)N1Cc1ccco1 (stereo unspecified) | 5.0% | 2% | -3% | 1% | i | 0% | -6% | -1.9 | -9%
Cc1ccccc1N1C(=O)CC(c2c[nH]c3ccccc23)C1=O (stereo unspecified) | -1.3% | -22% | 1% | 3% | i | 0% | 1% | -1.9 | 9%
CC(=O)Nc1cccc(NC(=O)Nc2cccc(Cl)c2C)c1 | 0.1% | -22% | -3% | 9% | i | -24% | 27% | -1.9 | 0%
COc1cccc(C(=O)NCCSc2ccc(Br)cc2)c1 | -0.4% | -1% | 3% | 7% | i | 8% | 7% | -1.1 | -1%
CCOC(=O)N1CCc2c(sc3nc[nH]c(=O)c23)C1 | -1.3% | 9% | 3% | -4% | i | 9% | -25% | -0.3 | -4%
O=C(O)CCn1nnc2ccccc21 | -0.8% | -1% | 0% | -2% | i | 14% | 16% | 0.9 | -2%
Cc1cc(=O)[nH]n(CCO)c1=O | -0.5% | -13% | 2% | -7% | i | 4% | -6% | -1.0 | -5%
COc1cccc(NC(=O)CSc2ccc(-c3sc(C)nc3C)nn2)c1 | 2.3% | -9% | -4% | -1% | i | -6% | u | -1.1 | -13%
O=S(=O)(Nc1ccc(Cl)cc1NS(=O)(=O)c1ccccc1)c1ccccc1 | 5.7% | -36% | x | -9% | i | u | u | -2.3 | -8%
O=C1CCC(C(=O)OCc2cc(Cl)ccc2OC(F)F)N1 (stereo unspecified) | -0.5% | -7% | 0% | 6% | i | -2% | 15% | -0.9 | 1%
Cc1ccccc1CSc1nnc(NC(=O)Cc2cccs2)s1 | -0.7% | -5% | -1% | -2% | i | -2% | -3% | -5.0 | 2%
CCC(=O)N1CCN(c2ccc(NC(=O)c3ccccc3)cc2)CC1 | -0.4% | 7% | -9% | -21% | i | 0% | 8% | -0.7 | 10%
CCOC(=O)C1CCCN(Cc2cccs2)C1 (stereo unspecified) | -0.6% | -1% | -1% | -15% | x | -10% | 0% | -1.1 | 1%
Cc1cc(NC(=O)c2ccc(-c3ccc(Br)cc3)o2)cc(-c2nc3ncccc3o2)c1O | 0.0% | -4% | x | -5% | x | u | 3% | x | 3%
CCn1c(C)cc(C=C2C(=O)c3ccccc3C2=O)c1C | u | -34% | -3% | -16% | i | 2% | -4% | -2.7 | -10%
O=C(NC(=S)N1CCN(c2ccc([N+](=O)[O-])cc2Cl)CC1)c1ccco1 | -0.1% | 7% | -1% | 2% | i | u | -3% | 0.3 | -8%
Brc1ccc(C2NCCS2)cc1 (stereo unspecified) | 0.1% | 5% | 2% | 40% | i | 15% | -8% | 1.0 | -10%
CC(=O)c1sc(NC(=O)c2cccc(N3C(=O)CCC3=O)c2)nc1-c1ccccc1 | 0.0% | 4% | -1% | -9% | i | 15% | 6% | -0.8 | 0%
COc1ccc(-c2oc3c(c2C#CC(C)(C)O)C(OCCO)CC3)cc1 (stereo unspecified) | 6.3% | x | x | -5% | i | x | x | -1.9 | x
O=C(Cc1ccccc1[N+](=O)[O-])NNC(=O)Nc1ccc2c(c1)OCO2 | -0.2% | -19% | 0% | 3% | i | 2% | 10% | -0.1 | 3%
COc1ccc(NC(=S)Nc2ccccc2Cl)cn1 | 0.3% | 3% | -1% | 7% | i | 9% | 2% | -2.8 | -1%
COc1cc(C(=O)NCc2nnc(SCC(=O)NCc3ccco3)o2)cc(OC)c1OC | 3.5% | 1% | 1% | -7% | i | -6% | 0% | -1.2 | -6%
Cc1ccc(NC(=O)c2cccc(S(=O)(=O)N(C)C3CCCCC3)c2)nc1 | 1.9% | -28% | -16% | -2% | i | 0% | -15% | -2.5 | -1%
CC1CCCC(C)N1C(=O)CSc1nnnn1-c1cccc2c1CCCC2 (stereo unspecified) | 0.5% | 1% | -9% | -30% | i | 0% | u | 0.2 | 2%
CCOC(=O)c1nc(NCc2ccccc2)c2ccccc2n1 | -0.6% | -2% | -5% | -4% | i | 9% | -7% | 0.6 | -17%
CCS(=O)(=O)c1nc(S(=O)(=O)c2ccc(Cl)cc2)c(NCCOC)s1 | 0.3% | -5% | -29% | -1% | i | 9% | -4% | 0.3 | 14%
CC1CCCC(C)N1C(=O)c1cc(-c2ccc3c(c2)OCO3)on1 (stereo unspecified) | 0.1% | -13% | -20% | -27% | i | -25% | u | -0.9 | 3%
O=C(COc1ccc(C2SCCS2)cc1)NNC(=O)C(Cl)Cl | 4.2% | -11% | 1% | 1% | i | 30%[activator] | 5% | -2.1 | 3%
C[C@@H]1CN([C@@H](C)CO)C(=O)c2cc(Br)cnc2O[C@H]1CN(C)Cc1cccnc1 | -0.2% | -7% | x | 10% | i | 3% | x | -0.9 | x
CC1(C)NC(=O)N(CC(=O)OCC(=O)Nc2cccc(S(N)(=O)=O)c2)C1=O | -0.7% | -13% | 0% | -12% | i | -4% | -11% | 0.8 | -3%
COc1ccc(C(C)=O)cc1CN1C(=O)C(C)ON=C1c1ccccn1 (stereo unspecified) | -0.5% | 9% | x | -3% | i | 1% | x | 1.2 | x
O=C(NCC(=O)N1CCN(C(c2ccccc2)c2ccccc2)CC1)c1ccc(Br)o1 | 0.2% | -15% | -1% | -28% | i | 8% | -5% | -0.3 | 8%
COCCN(C(=O)CSc1ncc(C(F)(F)F)cc1Cl)c1c(N)n(Cc2ccccc2)c(=O)[nH]c1=O | -0.1% | 2% | -1% | 11% | i | -15% | -5% | -1.4 | 1%
O=C(O)CCCNS(=O)(=O)c1ccc2ccccc2c1 | -0.3% | 7% | 2% | 9% | i | 6% | 16% | 1.1 | -8%
COc1ccc(C2C=C(c3ccccc3)Nc3nc(NS(=O)(=O)c4ccc(C)cc4)nn32)cc1 (stereo unspecified) | -0.6% | 2% | x | -3% | x | 48%[activator] | 18µM* | x | -1%
Cc1ccc(-c2cc(C(=O)Nc3cnn(C45CC6CC(CC(C6)C4)C5)c3)no2)cc1 | 0.1% | -5% | -3% | -1% | i | 1% | u | 2.4 | u
Cc1cc(C)cc(N2C(=O)CSC2c2cccs2)c1 (stereo unspecified) | 0.5% | 2% | 0% | -4% | i | -6% | 6% | 1.7 | 9%
CC(C)(C)OC(=O)C[C@@H]1C/C=C\C[C@H](CC(=O)N(CCO)Cc2ccccc2)C(=O)NCCOC1=O | -1.3% | 0% | 0% | 0% | i | -12% | 2% | 1.3 | 2%
C/C(=N\NC(=O)c1cc(C(C)C)[nH]n1)c1ccncc1 | -0.8% | -1% | -3% | -1% | i | -4% | u | 0.5 | 1%

# Retrieved by structure from above:
Compound | Nrf2 activator | HepG2 viability | Mm-Cpn inhibitor | Abeta yeast res | pAkt inh | TGFb inhibitor | Nrf2 block | CCT chaperon mod | A549 viability
C/C(=N\NC(=O)c1cc(C(C)C)[nH]n1)c1ccncc1 | -0.8% | -1% | -3% | -1% | i | -4% | u | 0.5 | 1%
CC1CCCC(C)N1C(=O)CSc1nnnn1-c1cccc2c1CCCC2 (stereo unspecified) | 0.5% | 1% | -9% | -30% | i | 0% | u | 0.2 | 2%
COCCN(C(=O)CSc1ncc(C(F)(F)F)cc1Cl)c1c(N)n(Cc2ccccc2)c(=O)[nH]c1=O | -0.1% | 2% | -1% | 11% | i | -15% | -5% | -1.4 | 1%
Cc1cc(C)cc(N2C(=O)CSC2c2cccs2)c1 (stereo unspecified) | 0.5% | 2% | 0% | -4% | i | -6% | 6% | 1.7 | 9%

# Bioassay records from PubChem BioAssay.
